GSTO1 inh: counter-screen for RBBP9 inhibitors: inhibitors of human GSTO1 | inhibition, % at 5.96 µM | P78417 | recombinant GSTO1, activity-based probe fluorescence polarization | 1.1% of 300,000 active;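 active = inhibition above the campaign mean inhibition plus 3 SD, cut at about 35% in these data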;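 note: 0% = GSTO1-1 with DMSO and 100% = wells lacking GSTO1-1 enzyme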
PAFAH2 inh: PAFAH2 (human) inhibition | recombinant PAFAH2, FP-rhodamine activity probe, fluorescence polarization | inhibition, % at 3.39 µM | 0.99% of 340,000 active;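 active = inhibition above the mean over all tested compounds plus 3 SD, cut at about 30% in these data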;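 note: inhibitors block probe labeling of enzyme so polarization drops; 0% = enzyme with DMSO and 100% = wells lacking PAFAH2 protein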
PAD4 inh: inhibitors of human PAD4. Q9UM07. recombinant PAD4, RCA probe fluorescence polarization. inhibition, % at 6.36 µM. 0.41% of 330,000 active. AID 485272;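 active = percent inhibition above a cutoff equal to the mean of all tested compounds plus 3 SD, cut at about 15% in these data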;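 note: 0% = PAD4 with RCA probe and DMSO and 100% = probe without PAD4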
Target sequence (Q9UM07 whole entry, looked up): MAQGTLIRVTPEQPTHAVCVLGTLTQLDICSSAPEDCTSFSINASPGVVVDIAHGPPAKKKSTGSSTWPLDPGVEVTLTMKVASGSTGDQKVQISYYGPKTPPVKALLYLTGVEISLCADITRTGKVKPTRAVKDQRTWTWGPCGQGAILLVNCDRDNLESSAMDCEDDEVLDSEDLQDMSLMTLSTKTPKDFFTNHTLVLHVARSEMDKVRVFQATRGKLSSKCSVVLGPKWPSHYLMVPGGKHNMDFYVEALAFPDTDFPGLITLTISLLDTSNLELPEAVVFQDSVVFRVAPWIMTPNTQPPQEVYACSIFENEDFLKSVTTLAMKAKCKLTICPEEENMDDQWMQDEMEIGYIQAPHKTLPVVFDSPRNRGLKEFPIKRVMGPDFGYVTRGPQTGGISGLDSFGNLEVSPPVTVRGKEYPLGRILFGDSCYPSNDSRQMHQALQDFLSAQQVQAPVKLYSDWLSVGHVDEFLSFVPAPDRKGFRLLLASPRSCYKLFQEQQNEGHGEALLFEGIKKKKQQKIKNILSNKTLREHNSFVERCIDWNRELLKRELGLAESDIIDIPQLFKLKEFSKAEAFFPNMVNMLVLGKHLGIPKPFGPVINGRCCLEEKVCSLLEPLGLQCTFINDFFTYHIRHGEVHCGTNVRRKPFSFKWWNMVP
PAFAH1B2 FP inh: blocks human PAF acetylhydrolase 1b catalytic subunit 2 | recombinant PAFAH1B2, FP-rhodamine activity probe, fluorescence polarization | AID 492953 | 1.2% of 340,000 active | P68402 | inhibition, % at 3.39 µM;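 active = inhibition above the mean of all tested compounds plus 3 SD, cut at about 24% in these data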;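 note: 0% = enzyme with DMSO and 100% = wells lacking PAFAH1B2; many of its hits are not listed in these tables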
Target sequence (P68402 whole entry, looked up): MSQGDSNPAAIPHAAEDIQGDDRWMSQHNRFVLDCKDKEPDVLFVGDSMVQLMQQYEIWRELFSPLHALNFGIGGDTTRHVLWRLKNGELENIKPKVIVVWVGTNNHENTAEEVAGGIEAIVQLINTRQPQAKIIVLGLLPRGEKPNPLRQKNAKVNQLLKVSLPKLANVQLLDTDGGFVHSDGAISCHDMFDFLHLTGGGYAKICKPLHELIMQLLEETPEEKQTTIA
PME-1 inh: blocks human protein phosphatase methylesterase 1; recombinant PME-1, FP-Rh probe fluorescence polarization; Q9Y570; inhibition, % at 5.9 µM; AID 2130; 0.53% of 320,000 active;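 active = inhibition above the campaign mean of all compounds plus 3 SD, cut at about 26% in these data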;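 note: competitive labeling of PME-1 active site by serine hydrolase directed probe; 0% = PME-1 with DMSO and 100% = wells lacking PME-1 enzyme; inhibitors block probe labeling so polarization falls and inhibition rises; many of its hits are not listed in these tables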
pPAFAH inh: pPAFAH (human) enzyme inhibition; 1.5% of 330,000 active; inhibition, % at 3.39 µM; recombinant pPAFAH, FP-rhodamine probe fluorescence polarization; AID 463082; Q13093;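 active = inhibition above the mean inhibition across the screen plus 3 SD, cut at about 25% in these data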;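 note: inhibitors block binding of the rhodamine activity-based probe so polarization drops; 0% = enzyme with DMSO and 100% = wells lacking pPAFAH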
PAFAH1B3 inh: PAFAH1B3 (human) inhibition. AID 492972. 0.28% of 340,000 active. recombinant PAFAH1B3, FP-rhodamine probe, fluorescence polarization. inhibition, % at 3.39 µM;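 active = inhibition above the screen-wide average of all tested compounds plus 3 SD, cut at about 25% in these data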;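 note: 0% = enzyme with DMSO only and 100% = wells lacking PAFAH1B3 protein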
LYPLA1 counter: counter-screen for PME1 inhibitors: inhibitors of human LYPLA1; recombinant LYPLA1, FP-Rh probe fluorescence polarization; 0.16% of 320,000 active; inhibition, % at 5.9 µM; O75608;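 active = inhibition above the mean of all tested compounds plus 3 SD, set per campaign, cut at about 14% in these data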;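 note: inhibitors block serine hydrolase probe labeling of LYPLA1 so polarization falls; 0% = enzyme with DMSO and 100% = wells lacking LYPLA1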
Target sequence (O75608 whole entry, looked up): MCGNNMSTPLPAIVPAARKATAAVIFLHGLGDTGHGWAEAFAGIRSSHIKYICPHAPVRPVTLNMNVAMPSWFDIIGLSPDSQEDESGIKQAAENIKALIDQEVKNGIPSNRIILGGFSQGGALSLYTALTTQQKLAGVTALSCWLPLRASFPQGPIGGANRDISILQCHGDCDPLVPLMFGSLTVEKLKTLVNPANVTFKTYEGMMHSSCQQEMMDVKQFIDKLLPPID
Fam108B inh: blocks mouse Fam108B hydrolase in RBBP9 counter-screen. recombinant Fam108B, FP-Rh probe fluorescence polarization. inhibition, % at 9.51 µM. 0.33% of 300,000 active. AID 1947;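 active = inhibition above the screen mean inhibition plus 3 SD, computed separately per campaign, cut at about 18% in these data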;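 note: inhibitors lower polarization as less probe binds the enzyme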
* = called active by the depositor; . = no result given. Not all compounds are listed (hit frequency here may not be typical).

SMILES | GSTO1 inh | PAFAH2 inh | PAD4 inh | PAFAH1B2 FP inh | PME-1 inh | pPAFAH inh | PAFAH1B3 inh | LYPLA1 counter | Fam108B inh
CC(C)C(=O)NC(NC1CCS(=O)(=O)C1)C(Cl)(Cl)Cl (stereo not drawn) | 12 | -2 | 0 | 4 | -4 | 8 | 4 | 3 | -1
Cc1ccc(NC(=O)C(C)N2CCOCC2)c(C(=O)c2ccccc2)c1 (stereo not drawn) | 2 | -6 | 40* | 0 | -3 | -4 | 10 | 4 | 3
CCCCn1c(SCC(N)=O)nnc1-c1ccco1 | 2 | -7 | 4 | 7 | 2 | 7 | 1 | 0 | 0
COc1ccc(OCCn2nnc(-c3ccc(Cl)cc3)n2)cc1 | 2 | 0 | -11 | -3 | -1 | 4 | 2 | -5 | -2
Cc1ccc2[nH]c(=O)c(-c3nc4cc(C)ccn4c3NCc3ccco3)cc2c1 | 16 | 11 | 0 | 10 | 4 | 18 | 3 | 3 | 0
CCCCC1(C)NC(=O)c2c(C)sc(C(=O)OCC)c2N1 (stereo not drawn) | -1 | -5 | 1 | 6 | 3 | 1 | 7 | 3 | 1
Cc1cccc(OCC(=O)NCC(=O)N/N=C/c2ccc(O)cc2O)c1 | -1 | 3 | 0 | 3 | -3 | 6 | 6 | 1 | 1
Cc1nc(CN2CCN(C(=O)c3ccc(Br)cc3)CC2)cs1 | -9 | 0 | -2 | 4 | -4 | 0 | -1 | -1 | -3
Cc1[nH]c2ccccc2c1SCc1ccccc1 | 7 | 13 | -6 | 8 | 6 | 19 | 1 | 0 | -2
O=C(CSc1nnc(-c2ccco2)n1-c1ccccc1)NCc1ccco1 | -5 | -5 | -8 | -1 | -1 | 7 | 6 | -1 | -4
Cn1c(=O)n(C)c2cc([N+](=O)[O-])c(N3CCN(C(=O)c4ccc(F)cc4)CC3)cc21 | 3 | 1 | 0 | 2 | 5 | 0 | 7 | -1 | 1
CCn1nc(C)cc1C(=O)N1CCCC(C(=O)c2ccc3ccccc3c2)C1 (stereo not drawn) | 4 | -6 | 3 | 1 | 4 | -1 | -2 | -3 | 2
CCc1cccc2c1NC(=O)C21OCCO1 | -6 | -8 | -2 | 1 | 4 | 10 | -1 | 3 | 4
Cn1cc(Br)c(-c2cccc(NC(=O)CC(C)(C)CC(=O)O)c2)n1 | 5 | -1 | 2 | 7 | -5 | 3 | 4 | -1 | -1
CN(C(=O)COC(=O)c1ccc(Cl)cc1N)C1CCS(=O)(=O)C1 (stereo not drawn) | 7 | 0 | -3 | -2 | -10 | 3 | 3 | 6 | -5
CN(Cc1ccccc1)C(=O)c1ccccc1NC(=O)C1CC1 | 0 | 1 | -6 | 4 | 8 | 4 | 2 | 0 | -2
COc1ccc(/C=N/NC(=O)CC#N)cc1Oc1nc(Cl)ncc1F | -7 | 2 | -3 | 8 | 1 | -5 | 6 | -2 | -3
Cc1cc(C(=O)CSc2ncnc3ccccc23)c(C)n1C1CC1 | . | 5 | 3 | 0 | 5 | 1 | -2 | 0 | .
CC(=O)N1CCCc2cc(S(=O)(=O)N3CCCC(C(=O)Nc4cccc(C)c4)C3)ccc21 (stereo not drawn) | 6 | 0 | 2 | 0 | -9 | 33* | 10 | -1 | -1
COC(=O)c1cc(Oc2ccc(C(=O)OC)cc2N)cc(C(=O)OC)c1 | 4 | 4 | 2 | 3 | 5 | 1 | -6 | 0 | -2
CCc1ccc(CNC(=O)C2CCN(S(=O)(=O)N3CCC(C)CC3)CC2)cc1 | 4 | 4 | 1 | 4 | 0 | 5 | 1 | -5 | 11
CCOc1ccc2[nH]c(=O)c(CN(CCc3ccccc3)C(=O)N3CCCC3)cc2c1 | -5 | 6 | -3 | 3 | 6 | 10 | -1 | 3 | -1
COc1ccc(NS(=O)(=O)c2ccc(Cl)c(N)c2)cc1Br | 2 | 10 | -2 | 1 | -2 | 3 | 0 | -2 | -1
Cc1ccc(-c2cccc(C(=O)NCCc3ccccc3)n2)c2ccccc12 | -1 | 0 | -2 | 3 | -2 | 1 | 2 | -8 | 2
CC(NC(=O)c1ccco1)C(=O)N(C)Cc1ccc(C(F)(F)F)cc1 (stereo not drawn) | 13 | -6 | -2 | -2 | 3 | 3 | 10 | 3 | -2
CC(=O)c1ccc(NC(=O)C2CC(=O)N(Cc3ccccc3)C2)cc1 (stereo not drawn) | -5 | -5 | 3 | 0 | -3 | 2 | 1 | 5 | 1
CC12CC3CC(C)(C1)CC(Nc1nc(N4CCOCC4)nc4ccccc14)(C3)C2 | 14 | 3 | -1 | 0 | -5 | 1 | -2 | 2 | -3
Cc1c(NC(=O)COc2cccc(Br)c2)c(=O)n(-c2ccccc2)n1C | 3 | 3 | 3 | -3 | -6 | -1 | 2 | -4 | 0
CC(C)OCCCNC(=O)C(=O)N/N=C/c1ccc(OCc2ccccc2)cc1 | 5 | . | 0 | . | -7 | 7 | . | 1 | -1
Cc1ccc(C(C)C)c(OCC(=O)NNC2=CC(=O)CC(C)(C)C2)c1 | -3 | 3 | 0 | 7 | 4 | 3 | 0 | 2 | 0
CCCCC(=O)Nc1cc(C)c(NC(=O)c2cccs2)cn1 | -3 | -4 | -2 | -1 | 9 | 2 | 13 | 4 | 3
O=C(c1cc2ccccc2oc1=O)N(Cc1ccc2c(c1)OCO2)Cc1ccco1 | 1 | 4 | -2 | 2 | 7 | 8 | -1 | 3 | -6
NC(=O)CSc1oc(-c2ccco2)nc1S(=O)(=O)c1ccccc1 | 9 | 8 | -9 | 11 | 3 | 4 | 3 | 0 | 1
CCN(CC)CCN1C(=O)c2ccccc2NC1c1cccc(F)c1 (stereo not drawn) | 7 | -10 | 3 | 0 | -11 | -5 | 10 | -1 | -6
Cc1[nH]n(C)c(=O)c1C(=O)c1c(-c2c(Cl)cccc2Cl)noc1C | 17 | 3 | -8 | 0 | -5 | 7 | 4 | -1 | -2
O=C(CSc1cccc2cccnc12)Nc1cccc(S(=O)(=O)N2CCOCC2)c1 | 15 | -5 | -3 | 8 | 11 | 0 | 5 | 0 | -1
CCCC(=O)N1CCN(Cc2nc3cc([N+](=O)[O-])ccc3n2C)CC1 | 1 | -4 | 2 | -4 | 1 | -2 | -7 | -9 | -2
CCCCc1ccc(NC(=O)CC(C)=O)cc1 | -9 | -5 | -2 | 6 | -6 | 2 | 8 | -3 | -5
O=C(O)CC(O)C(=O)O (stereo not drawn) | 2 | 4 | 0 | -1 | 0 | 0 | 9 | 1 | 0
COc1ccc(N2CCN(c3ncnc4c3cnn4-c3ccc(C)cc3C)CC2)cc1 | -3 | 6 | -3 | 3 | 2 | 8 | 9 | 6 | -3
Cc1ccc(NC(=O)CSCC(=O)N=c2sccn2C)cc1 | 7 | -3 | -1 | 1 | 0 | -2 | 3 | 0 | -2
CC(C)CC(=O)NC(=S)Nc1ccc(S(=O)(=O)N2CCN(C)CC2)cc1 | -2 | -1 | 4 | 8 | 8 | 1 | 12 | 3 | 4
CC(C)(C)NCC(O)COc1ccc(Br)cc1 (stereo not drawn) | 0 | 9 | 3 | 1 | 3 | -1 | -4 | 0 | -3
COc1ccc(Br)cc1C(=O)Nc1ccc(N2CCCC2)cc1 | 4 | 1 | -2 | 7 | 2 | 6 | 6 | 0 | 3
CCOC(=O)/C=C/C(=O)Nc1ccc(S(=O)(=O)Nc2c(C)cc(C)cc2C)cc1 | -12 | -28 | -3 | -16 | -14 | 13 | -42 | -16 | -34

Eleven entries already listed, arranged by SMILES length, ascending.
SMILES | GSTO1 inh | PAFAH2 inh | PAD4 inh | PAFAH1B2 FP inh | PME-1 inh | pPAFAH inh | PAFAH1B3 inh | LYPLA1 counter | Fam108B inh
CCc1cccc2c1NC(=O)C21OCCO1 | -6 | -8 | -2 | 1 | 4 | 10 | -1 | 3 | 4
Cc1[nH]c2ccccc2c1SCc1ccccc1 | 7 | 13 | -6 | 8 | 6 | 19 | 1 | 0 | -2
CCCCC1(C)NC(=O)c2c(C)sc(C(=O)OCC)c2N1 (stereo not drawn) | -1 | -5 | 1 | 6 | 3 | 1 | 7 | 3 | 1
CCN(CC)CCN1C(=O)c2ccccc2NC1c1cccc(F)c1 (stereo not drawn) | 7 | -10 | 3 | 0 | -11 | -5 | 10 | -1 | -6
COc1ccc(/C=N/NC(=O)CC#N)cc1Oc1nc(Cl)ncc1F | -7 | 2 | -3 | 8 | 1 | -5 | 6 | -2 | -3
NC(=O)CSc1oc(-c2ccco2)nc1S(=O)(=O)c1ccccc1 | 9 | 8 | -9 | 11 | 3 | 4 | 3 | 0 | 1
Cc1cccc(OCC(=O)NCC(=O)N/N=C/c2ccc(O)cc2O)c1 | -1 | 3 | 0 | 3 | -3 | 6 | 6 | 1 | 1
Cc1ccc(C(C)C)c(OCC(=O)NNC2=CC(=O)CC(C)(C)C2)c1 | -3 | 3 | 0 | 7 | 4 | 3 | 0 | 2 | 0
Cc1[nH]n(C)c(=O)c1C(=O)c1c(-c2c(Cl)cccc2Cl)noc1C | 17 | 3 | -8 | 0 | -5 | 7 | 4 | -1 | -2
CCc1ccc(CNC(=O)C2CCN(S(=O)(=O)N3CCC(C)CC3)CC2)cc1 | 4 | 4 | 1 | 4 | 0 | 5 | 1 | -5 | 11
CCOc1ccc2[nH]c(=O)c(CN(CCc3ccccc3)C(=O)N3CCCC3)cc2c1 | -5 | 6 | -3 | 3 | 6 | 10 | -1 | 3 | -1

Additional entries follow:
SMILES | GSTO1 inh | PAFAH2 inh | PAD4 inh | PAFAH1B2 FP inh | PME-1 inh | pPAFAH inh | PAFAH1B3 inh | LYPLA1 counter | Fam108B inh
C=CCn1c(C)cc(C(=O)Cn2ncc(Cl)c(Cl)c2=O)c1C | 21 | 15 | 2 | 1 | 6 | 11 | -5 | -5 | 3
COc1ccc(CSc2nc(C)[nH]c2[N+](=O)[O-])cc1[N+](=O)[O-] | 3 | 2 | 0 | 3 | -8 | 10 | 3 | 2 | 1
COc1ccc(-c2csc3ncnc(N4CCN(S(=O)(=O)c5ccc(C)c(C)c5)CC4)c23)cc1 | -13 | -3 | -4 | 2 | 2 | 1 | -3 | -2 | -9
CC(C)NC(=O)C(Sc1ccccc1)c1ccccc1 (stereo not drawn) | 6 | -5 | -2 | 1 | -1 | 3 | -8 | 2 | -7
COc1c(OC)c(O)c2c(=O)cc(-c3c(O)cccc3O)oc2c1OC | 17 | 8 | -8 | 2 | -22 | 3 | 12 | -3 | -4
O=S(=O)(Nc1ccc2c(c1)nc1n2CCOC1)c1ccc(Cl)cc1 | 2 | -1 | -1 | 20 | -23 | -3 | 9 | 0 | 4
O=S(=O)(Nc1cccc(Cl)c1)c1ccc2oc(=S)[nH]c2c1 | 0 | 10 | -4 | 12 | 2 | 32* | 2 | -3 | -2
CCCC[C@@H]1C=C(C(=O)O)[C@H](c2ccc(CC)cc2)N1S(=O)(=O)c1ccc(C)cc1 | . | -3 | 6 | 12 | . | 1 | 3 | . | .
CC(C)C(=O)Nc1nnc(CCN2CCOCC2)s1 | -8 | -2 | 1 | 6 | -3 | 2 | 18 | -1 | -4
C/C(CC(=O)Nc1cccnc1)=N\NC(=O)c1ccc([N+](=O)[O-])c(Cl)c1 | 2 | 9 | -5 | 0 | 1 | -2 | 6 | -8 | 1

Compound profiles (already shown). Order of values: GSTO1 inh	PAFAH2 inh	PAD4 inh	PAFAH1B2 FP inh	PME-1 inh	pPAFAH inh	PAFAH1B3 inh	LYPLA1 counter	Fam108B inh
Results for COc1c(OC)c(O)c2c(=O)cc(-c3c(O)cccc3O)oc2c1OC → 17	8	-8	2	-22	3	12	-3	-4
Results for CCCC[C@@H]1C=C(C(=O)O)[C@H](c2ccc(CC)cc2)N1S(=O)(=O)c1ccc(C)cc1 → .	-3	6	12	.	1	3	.	.

Screens deposited in PubChem by The Scripps Research Institute Molecular Screening Center.
